Lipid storage S3 – qHTS Assay for Lipid Storage Modulators in Drosophila S3 Cells; lipid storage change, negative = inhibition, % at the top dose, mostly 46.1 µM; hits show Potency in µM; Drosophila S3 cells, BODIPY lipid droplet fluorescence, 18-24 h; cells fed with added oleic acid; 320,000 tested, 0.64% active; AID 2685; active means well fitted inhibition curve with a large enough effect in the signal ratio, with a control signal flat, not every such curve was filed as active; inconclusive means small, poorly fitted or top-dose-only effect, or effect the other way, or a change in a side signal; the % refers to the signal ratio
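Drosophila S3 cells loaded with oleic acid (400 uM, as added) and compounds at several concentrations; lipid droplets imaged by 488-nm laser-scanning cytometry, 500–530 nm intensity and object ratio to cell channel. Percent activity normalized to 20 uM Triacsin C.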
Lipid storage S3 cell count max – second read-out of Lipid storage S3, no call of its own (marks repeat the call); cell number change, %; measured here: cell count max response;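 cells counted by Cell Tracker Red CMTPX staining in the red channel; peak over a dose series mostly up to 46.1 µM; percent activity relative to internal control wells on each plate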
* marks the source's active call; other numbers are inactive results; i = inactive; u = inconclusive; x = no result given. On the % scale 0 is the no-effect control and ±100 the full control effect; potency means the concentration at half of the fitted maximal effect. This is a subset. The share of hits here may be higher or lower than overall.

SMILES	Lipid storage S3	Lipid storage S3 cell count max
COc1ccc(/C=N/NC(=O)C2(C)NC(C)(C)Cc3ccccc32)cc1 (centres undefined)	u	x
CSc1c(CC(=O)Nc2ccccc2Cl)n(Cc2ccccc2)c2ccccc12	-7.3%	9.3
COC(=O)c1c(NS(=O)(=O)c2ccc3ccccc3c2)sc2c1CCCC2	u	x
COc1ccc(S(=O)(=O)N2CCOCC2)cc1C(=O)NC1CCCCCC1	u	x
Cc1ccc(-c2csc(NC(=O)c3cccs3)n2)cc1	i	-4.9
COc1ccc2c(c1)CCC1C2=NN(/C(C)=C/C(C)=O)C1c1cccc(F)c1 (centres undefined)	i	10.3
COc1cc(/C=C/C(=O)OCC(=O)Nc2cc(C(F)(F)F)ccc2N2CCOCC2)ccc1O	u	x
N#CCCN(Cc1ccccc1)C(=S)Nc1ccc(F)cc1	u	x
CCOc1ccc(-c2c(C)n([O-])c3c([n+]2=O)CCCC3)cc1	u	x
O=C(Nc1ccccc1)C1CCN(C(=O)c2ccc(Br)cc2)CC1	u	x
CC1(C(=O)O)CCC(C(N)=O)C1(C)C (centres undefined)	u	x
CCOC(=O)c1cnc2ccc(Cl)cc2c1Nc1ccc(S(=O)(=O)Nc2ncccn2)cc1	17.8%	19.1
CCCCC1=CC2=CC(=O)C(C)(OC(=O)CC)C(=O)C2=CN1CCCCO (centres undefined)	0.6%	9.6
Clc1ccc(OCCCNCc2ccccc2)c2ccccc12	u	x
CCOCCOc1cccc(C(=O)NC(C)c2ccc3ccccc3c2)c1 (centres undefined)	13µM*	-6.8*

7 neighbouring entries already listed, quoted:
SMILES	Lipid storage S3	Lipid storage S3 cell count max
COC(=O)c1c(NS(=O)(=O)c2ccc3ccccc3c2)sc2c1CCCC2	u	x
COc1ccc(S(=O)(=O)N2CCOCC2)cc1C(=O)NC1CCCCCC1	u	x
Cc1ccc(-c2csc(NC(=O)c3cccs3)n2)cc1	i	-4.9
COc1ccc2c(c1)CCC1C2=NN(/C(C)=C/C(C)=O)C1c1cccc(F)c1 (centres undefined)	i	10.3
COc1cc(/C=C/C(=O)OCC(=O)Nc2cc(C(F)(F)F)ccc2N2CCOCC2)ccc1O	u	x
N#CCCN(Cc1ccccc1)C(=S)Nc1ccc(F)cc1	u	x
CCOc1ccc(-c2c(C)n([O-])c3c([n+]2=O)CCCC3)cc1	u	x

(listing goes on)
SMILES	Lipid storage S3	Lipid storage S3 cell count max
Cn1c(=O)n(Cc2ccccc2F)c2ccccc21	u	x
Cn1cnc([N+](=O)[O-])c1Sc1ccc(Br)cc1	16.7%	18.0
O=C(CSc1nncs1)NC1CCCCCCC1	u	x
CCN(CC)c1ccc2cc(C(=O)NNC(=O)c3ccc(S(=O)(=O)N4CCCCC4)cc3)c(=O)oc2c1	16.6%	5.0
COc1cc(O)c(C(CC(=O)N2CCN(c3ccccc3)CC2)c2ccc(N(C)C)cc2)c(OC)c1 (centres undefined)	11.1%	7.0
Cn1c(N)c(C(=O)COC(=O)c2ccnc3ccccc23)c(=O)n(C)c1=O	9.1%	17.6
O=C(CCn1c(=O)c2ccccc2n(CC(=O)NCCC2=CCCCC2)c1=O)NCc1ccco1	u	x
CCOC(=O)c1cc(-c2ccccc2)nc2nc(N(CC)CC)sc12	u	x
CS(=O)(=O)Nc1cccc(C2=NN(C(=O)c3ccco3)C(c3cccs3)C2)c1 (centres undefined)	u	x
Cc1cc(C)cc(Nc2cc(=O)n(C3CCCCC3)c(=O)[nH]2)c1	u	x
Cc1c(C(=O)NC(Cc2ccccc2)c2nc3ccccc3[nH]2)cccc1[N+](=O)[O-] (centres undefined)	u	x
CCOC(=O)N1CCC(NC(=O)c2csc3c2CCCC3)CC1	u	x
CCOc1ccc(NC(=O)C2C3C=CC4(O3)C2C(=O)N(Cc2cccnc2)C4C(=O)NC2CCCCC2)cc1 (centres undefined)	i	14.1
CN(C)/C=C/C(=O)c1ccc(Cl)cc1Cl	-13.4%	-12.9
Cn1nnnc1SCC(=O)NC(=O)NCc1ccccc1	u	x

Going on with the list.
SMILES	Lipid storage S3	Lipid storage S3 cell count max
CC(C)(C)c1ccc(Oc2ccc(N)cn2)cc1	-0.1%	x
CC1=C(C(=O)Nc2cccc(C)n2)C(c2ccc3c(c2)OCO3)C2=C(CC(c3ccco3)CC2=O)N1 (centres undefined)	i	-1.5
O=C(c1ccco1)N(Cc1cc2ccccc2[nH]c1=O)C1CCCCC1	i	12.6
CCc1ccccc1NC(=O)CC(c1ccc(OC)cc1)n1cccc1 (centres undefined)	6.5%	8.6
CCN(CC)S(=O)(=O)c1ccc(N2CCOCC2)c(NC(=O)Cc2ccc(Cl)cc2)c1	-7.8%	-12.4
COc1cccc(-c2cccc(NC(=O)C3CCN(C4CCC4)CC3)c2)c1	-17.6%	-19.2
OCC1(CCOc2ccccc2)CCN(Cc2cn[nH]c2-c2ccc(F)cc2)CC1	-13.0%	-4.0
CN(C(=O)C1CCCN(c2ncnc3c2nc2n3CCCCC2)C1)c1cccc(Cl)c1 (centres undefined)	u	x
Cc1nc(CSc2ccc(Cl)cc2)cc(N2CC(C)OC(C)C2)n1 (centres undefined)	u	x
CCC(Sc1nc2ncnc(N)c2[nH]1)C(=O)O (centres undefined)	u	x
CC/C(=N\O)c1ccc(OC)c(OC)c1	i	-4.7
CCOC(=O)COc1ccc(S(=O)(=O)N2CCc3ccccc3C2)cc1	u	x
COc1ccc(C(=O)Nc2cccc(OC(=O)c3ccco3)c2)cc1	i	-1.4
Cn1c(=O)c(C(=O)CN2CCCc3ccccc32)c(N)n(Cc2ccccc2)c1=O	u	x
COc1cc2[nH]c(C(=O)Nc3ccc(F)cc3)cc2c(OC)c1OC	u	x

Further compounds follow.
SMILES	Lipid storage S3	Lipid storage S3 cell count max
COC(=O)C1=C(N)Oc2cc(C)n(C)c(=O)c2C1c1ccc(Cl)cc1 (centres undefined)	12.7%	4.9
Cc1ccc(C)n1-c1ccc(C(=O)NC2CCN(Cc3ccccc3)CC2)cc1	u	x
CCC(=O)N(Cc1cc(=O)[nH]c2ccccc12)c1ccc(OC)cc1	u	x
Cc1ccc(CCS(=O)(=O)c2ccc(C(C)(C)C)cc2)cn1	i	24.7
COc1cc(OC)cc(C(=O)Nc2cccc(NC(=O)c3ccccc3)c2)c1	5.6%	-5.5
CC(=O)NCc1ccc(C(=O)CCl)cc1	-27.0%	-24.2
Cc1ccc2oc(C(=O)N(Cc3ccccc3)C3CCS(=O)(=O)C3)c(C)c2c1 (centres undefined)	u	x
CCn1c(SCC(=O)NC2CC2)nnc1C(C)Oc1ccccc1 (centres undefined)	5.8%	x
CCOc1ccc(NC(=O)NC(=O)N(C(C)C)S(C)(=O)=O)cc1	u	x
CC(=O)c1cc2c(cc1NC(=O)Cn1nc(C)c(C)c(C#N)c1=O)OCO2	u	x
Nc1cc(Cl)nc(N/N=C/c2c(O)ccc3ccccc23)n1	9.3%	15.4
CC(C)(C)OC(=O)N1CCC(c2c(C(=O)NCC3CCN(C4CCCC4)C3)cnn2-c2cccc(Cl)c2)CC1 (centres undefined)	-5.6%	7.8
CCN(Cc1ccccc1)S(=O)(=O)c1c(C)[nH]c(C)c1C(=O)N1CCCCC1	i	-7.1
Cc1cc(F)ccc1NC(=O)C(C)n1c2ccccc2c2nc(=O)cc(C)n21 (centres undefined)	u	x
CCCCOC(=O)CSc1nc(N)c(C#N)c(-c2ccc(OC)cc2)c1C#N	u	x

Carrying on:
SMILES	Lipid storage S3	Lipid storage S3 cell count max
CC(=O)c1cc(CN2CCN(C(C)C)C(CCO)C2)cs1 (centres undefined)	1.1%	6.9
COc1ccc(NC(=O)CN2C(=O)NC(C)(c3ccc(C)cc3)C2=O)cn1 (centres undefined)	u	x
CC(C)(CNS(=O)(=O)c1ccc(F)cc1)CNS(=O)(=O)c1ccc(F)cc1	i	6.9
O=C(/C=C/c1ccc([N+](=O)[O-])cc1)NCC1CCCO1 (centres undefined)	18.7%	1.1
COc1cccc(C(=O)Nn2cnnc2)c1OC	-14.7%	12.6
Cc1nc(-c2ccc(S(=O)(=O)N3CCN(Cc4ccccc4)CC3)s2)cs1	u	x
CC(C)n1c(=O)c2c(O)cc(=O)oc2c2ccccc21	-0.9%	5.5
Cc1cc(C(C)(C)C)cc(S(=O)(=O)Nc2ccc(C(=O)O)cc2)c1C	u	x
COc1ccccc1-c1n[nH]c2c1[C@H](C)CC[C@H]2C(C)C	u	x
N#Cc1nc(COc2ccc(Cl)cc2)oc1N1CCN(Cc2ccccc2)CC1	u	x
COC(=O)CSc1nc(C)c(C(=O)Nc2ccccc2C)c(-c2ccc(Cl)cc2)c1C#N	3.9%	-14.3
Cc1ccc(NC(=S)N(CCN2CCOCC2)Cc2cc3cc4c(cc3[nH]c2=O)OCCO4)cc1	u	x
Cc1cccc(C)c1NC(=O)CSc1nnc(Cc2ccccc2)o1	-2.3%	-1.9
CCOC(=O)C1(CC2CC2)CCN(C(=O)c2cc(C3CC3)nc3ccccc23)CC1	25.9µM*	-20.4*
CCOC(=O)C1=NOC(Cn2cc(C#N)c(=O)n(C)c2=O)C1 (centres undefined)	u	x

The list goes on.
SMILES	Lipid storage S3	Lipid storage S3 cell count max
CCC(CC)c1nnc(NC(=O)CCc2ccc(OC)cc2)s1	12.3%	14.6
Cc1ccccc1/C=C/c1nc2ccccc2c(=O)n1CCc1ccccc1	0.8%	-22.7
CCCN1CCC(NC(=S)Nc2ccc([N+](=O)[O-])cc2)CC1	-1.6%	1.9
NS(=O)(=O)c1ccc(NC(=O)c2ccccc2Cl)cc1	u	x
CSCCC(NC(=O)c1ccccc1Br)C(=O)NNC(=O)c1ccco1 (centres undefined)	u	x
COCCC(=O)N1CCCC(C(=O)c2ccc(Oc3ccccc3)cc2)C1 (centres undefined)	u	x
Cc1ccc(C2=NN(C(=O)c3ccco3)C(O)(C(F)(F)F)C2)cc1 (centres undefined)	u	x
COC(=O)c1ccccc1NC(=O)c1cc(-c2cccs2)on1	-4.3%	8.7
CC(C)[C@H](NC(=O)C1CC(=O)N(c2ccc3c(c2)OCO3)C1)C(=O)NC1CCCC1 (some centres undefined)	14.6%	7.0
O=C(CN1CCN(c2ccccc2)CC1)Nc1ccc2c(c1)CCC2	u	x
CCN(C(=O)c1cc2c(C)nc3ccccc3c2o1)c1cc(Cl)ccc1OC	u	x
COc1ccc(-c2nnc3c4ccccc4c(C)nn23)cc1S(=O)(=O)N1CCN(CCO)CC1	-0.9%	-0.5
CC(C)(C)NC(=O)COc1ccc2oc3c(c2c1)CCCC3	u	x
COc1cccc(NC(=O)CSc2nc3ccccc3n2C)c1	u	x
O/N=C\c1cnc(N2CCN(c3ccccc3)CC2)s1	13.1%	12.8

Next compounds:
SMILES	Lipid storage S3	Lipid storage S3 cell count max
CN1CCN(c2nc(-c3ccco3)cc(C(F)(F)F)n2)CC1	u	x
CC(=O)N1CC2(C)CN(C(C)=O)CC(C)(C1)C2=O	u	x
CCOC(=O)C1CCN(C(=O)c2oc3ccc(S(=O)(=O)N4CCCCCC4)cc3c2C)CC1	-20.2%	x
O=C1c2ccccc2C(=O)c2cc(NC(=O)C3CC3)ccc21	10.3%	5.4
Cc1c(NC(=O)c2cc(-c3ccccc3)on2)c(=O)n(-c2ccccc2)n1C	u	x
Cc1cc(OC(=O)c2c(C)cc(O)cc2O)cc(O)c1C(=O)O	-1.9%	-11.8
O=C(CC1NC2CCCCC2NC1=O)Nc1cccc(C(F)(F)F)c1 (centres undefined)	u	x
Cc1c(C#N)c2ccccc2n1CC(=O)NCc1ccccc1	8.2%	-0.1
CCc1cc2c(=O)c(Oc3ccccc3)c(C)oc2cc1O	13.8%	0.4
CCOc1ccccc1NC(=O)CNC(=O)CNC(=O)Cc1ccccc1	u	x
CCCC[n+]1c(C)sc2ccc(C)cc21	-3.1%	3.8
O=C1CSC(=S)N1/N=C/c1cccc(C(F)(F)F)c1	i	3.6
O=C(O)CN1C(=O)/C(=C\c2cccc(OC(=O)c3ccco3)c2)SC1=S	u	x
O=C([O-])c1ccccc1-[n+]1c(-c2ccccc2)cc(-c2ccccc2)cc1-c1ccccc1	u	x
O=C(O)Cn1c(=O)c2c3c(sc2n(Cc2ccc(Cl)cc2Cl)c1=O)CCCC3	7.0%	-0.7

Further entries follow:
SMILES	Lipid storage S3	Lipid storage S3 cell count max
Cc1cccc(N2CCN(C(=O)c3ccc4ncsc4c3)CC2)c1C	i	22.1
NC(=O)C1CCN(C(=O)/C=C/c2ccco2)CC1	-5.1%	11.1
COc1ccc(C(=O)OCc2ccc(C)cc2)cc1S(=O)(=O)N1CCOCC1	15.6%	0.4
COc1cc(OC)c(N(C)S(=O)(=O)c2cccc(C(=O)Nc3nc(C)cs3)c2)cc1Cl	u	x
NS(=O)(=O)c1ccc(CCNCC#Cc2ccccc2)cc1	u	x
O=C(CCCNC(=O)c1ccc(Cl)cc1)Nc1cccc(S(=O)(=O)N2CCCCC2)c1	-14.2%	-12.1
COC(=O)N1CCc2c(sc(NC(=O)C3=COCCO3)c2C#N)C1	u	x
COc1ccc(NC(=S)Nc2cccc(Cl)c2Cl)cc1OC	u	x
